# Compound activity as filed in PubChem BioAssay.
# TNFa cytotox – toxic to HUVEC cells under TNF alpha stimulation | HUVEC TNFalpha-stimulated, Hoechst cell count, imaging | cell count reduction, % at 2 µM | 0.17% of 93,000 active;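 active = cell count reduction exceeding the screen mean by over 5 SD, scaled to untreated wells per plate, cut at about 78% in these data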;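 note: cells counted after 24 h of TNF alpha exposure following the 1 h pretreatment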
# CYP2C19 inhib – human CYP2C19 inhibition; 21% of 96,000 active; inhibition, % at 5 µM; CYP2C19 Supersomes, luciferin-H EGE luminescence, 30 min;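 active = CYP2C19 inhibition above a set limit at 5 µM in the primary screen, cut at about 50% in these data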;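 note: plate controls were negative control wells for no effect and 2.5 mM tranylcypromine positive control for full effect; values of inactives mirror those of a sister screen read the other way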
# Target sequence (P33261 whole entry, looked up): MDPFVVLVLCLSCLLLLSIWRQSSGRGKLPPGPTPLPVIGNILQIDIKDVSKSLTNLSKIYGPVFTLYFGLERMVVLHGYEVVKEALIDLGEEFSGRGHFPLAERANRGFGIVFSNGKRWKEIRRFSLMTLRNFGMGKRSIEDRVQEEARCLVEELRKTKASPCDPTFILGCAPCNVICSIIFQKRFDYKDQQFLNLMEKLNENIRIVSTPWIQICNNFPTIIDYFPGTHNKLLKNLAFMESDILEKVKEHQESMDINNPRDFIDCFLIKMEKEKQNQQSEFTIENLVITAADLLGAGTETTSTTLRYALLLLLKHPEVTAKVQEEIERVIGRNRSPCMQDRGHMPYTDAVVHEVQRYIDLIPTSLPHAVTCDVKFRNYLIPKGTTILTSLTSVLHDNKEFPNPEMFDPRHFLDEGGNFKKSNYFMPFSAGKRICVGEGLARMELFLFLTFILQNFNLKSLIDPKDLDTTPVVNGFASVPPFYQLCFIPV
# VCAM1 TNFa inh – reduces TNF alpha induced VCAM1 expression in HUVEC | AID 802 | HUVEC TNFa-induced VCAM-1 immunofluorescence, high-content imaging | inhibition, % at 2 µM | 0.48% of 95,000 active;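 active = inhibition above the batch mean plus 3 SD, with images confirmed as a hit by eye, cut at about 37% in these data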;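 note: 0% = TNF-stimulated DMSO wells and 100% = unstimulated control wells; not every result past the cut was called active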
# hDAT+cocaine – modulates human dopamine transporter uptake under cocaine | Q01959 | LLC-PK1 hDAT cells, [14C]-dopamine uptake with cocaine IC80; actives deviate in either direction | B-score at 10 µM | 1.3% of 110,000 active;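 active = Z score or B-score, a plate-position-corrected score, falls beyond the plate's 99.7% confidence bounds, in either direction; inactive = both scores lie inside the 99.7% bounds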;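 note: scored against the spread of the other compound wells on the same plate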
# CYP2C9 inhib – blocks human cytochrome P450 2C9; P11712; 20% of 96,000 active; inhibition, % at 5 µM; CYP2C9 Supersomes, luciferin-H conversion, luminescence;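 active = blocking of liver enzyme CYP2C9 beyond about 50% at 5 µM, limit read from the data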; note: values of inactives mirror those of a sister screen read the other way
# Target sequence (P11712 whole entry, looked up): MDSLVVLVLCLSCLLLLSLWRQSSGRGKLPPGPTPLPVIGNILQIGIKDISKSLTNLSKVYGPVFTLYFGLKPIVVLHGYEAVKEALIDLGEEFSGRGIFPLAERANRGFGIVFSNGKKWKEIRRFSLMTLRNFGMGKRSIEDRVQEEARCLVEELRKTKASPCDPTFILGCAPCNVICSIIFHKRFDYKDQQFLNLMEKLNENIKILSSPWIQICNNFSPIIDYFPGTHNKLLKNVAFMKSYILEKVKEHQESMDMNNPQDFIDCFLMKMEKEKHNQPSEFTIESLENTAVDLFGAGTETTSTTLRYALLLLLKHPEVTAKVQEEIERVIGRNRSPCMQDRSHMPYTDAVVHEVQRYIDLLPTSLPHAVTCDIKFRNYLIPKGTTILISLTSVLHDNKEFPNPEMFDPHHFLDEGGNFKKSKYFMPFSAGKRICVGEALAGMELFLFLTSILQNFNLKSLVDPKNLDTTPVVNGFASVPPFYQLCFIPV
# CYP2C9 activ – increases human cytochrome P450 2C9 activity | activation factor at 5 µM | 1.4% of 96,000 active | recombinant CYP2C9, luciferin-H conversion, luminescence; hits give high values; factor 1 = untreated enzyme, 0 = blocked;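 active = activation factor of 2 or more for CYP2C9 at a 5 µM dose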;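 note: 0 = sulfaphenazole-blocked wells and 1 = vehicle-only wells; values of inactives mirror those of a sister screen read the other way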
# IL1B cytotox – HUVEC cytotoxicity counter-screen, IL-1B stimulated; HUVEC cell count loss, Hoechst imaging; cell count reduction, % at 2 µM; 0.41% of 94,000 active; AID 845;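 active = cell count reduction more than 3 SD above the screen-wide mean, cut at about 70% in these data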;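 note: normalized per plate to untreated control cells as the no-loss baseline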
# CYP2C19 activ – activators of human cytochrome P450 2C19; 96,000 tested, under 10 active; recombinant CYP2C19, luciferin-H EGE luminescence; hits give high values; 0 = fully inhibited enzyme, 1 = untreated enzyme; activation factor at 5 µM; AID 1025; P33261;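 active = activation factor of at least 2 at 5 µM in the primary screen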;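 note: 0 = wells with 2.5 mM tranylcypromine and 1 = vehicle-only wells; values of inactives mirror those of a sister screen read the other way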
# Candida biofilm – kills Candida albicans biofilms; C. albicans biofilm + clotrimazole, Alamar Blue; inhibition, % at 6 µM; 0.14% of 85,000 active; AID 834;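 active = inhibition above 20%; inactive = inhibition below 20%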;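 note: preformed 24 hr biofilms exposed to compound for 48 hr; 0% = biofilm without compound and 100% = blank killed by clotrimazole plus chlorhexidine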
# * marks the source's active call; other numbers are inactive results; . = no result given.
SMILES,TNFa cytotox,CYP2C19 inhib,VCAM1 TNFa inh,hDAT+cocaine,CYP2C9 inhib,CYP2C9 activ,IL1B cytotox,CYP2C19 activ,Candida biofilm
O=C(CCCC(=O)n1cnc2ccccc21)n1cnc2ccccc21,.,-5,.,0.04,-5,1,.,1.1,0
COc1ccc(-n2c(COc3ccc(Cl)cc3)nnc2SCc2ccc(C#N)cc2)cc1,-14,43,-18,-0.17,49,0.5,-44,0.6,5
CC1(C)N=C(C(=O)c2ccccc2)N(O)C1(C)O (stereo unspecified),23,-3,-21,-0.34,8,0.9,18,1,7
Cc1cccc(N2CCN(C(=O)c3ccc(N4CCCC4=O)cc3)CC2)c1C,-11,52*,-11,0.26,70*,0.3,-9,0.5,3
CN(c1ccc(C(=O)NC2CC2)cc1)S(=O)(=O)c1ccccc1,-16,50,10,-1.2,70*,0.3,-44,0.5,.
CCOC(=O)N1CCN(C(=O)c2ccc(Cl)c(S(=O)(=O)Nc3ccccc3)c2)CC1,4,35,2,1.1,80*,0.2,-18,0.7,2
COCCn1c(=N)c(C(=O)NCc2ccco2)cc2c(=O)n3ccccc3nc21,.,-13,.,0.86,-2,1,.,1.1,5
Cc1ccc(S(N)(=O)=O)cc1NC(=O)/C=C/c1cccs1,-11,-6,8,-0.032,3,1,-2,1.1,.
CCC(=O)NC1(C(F)(F)F)C(=O)NC(C)=C1C#N (stereo unspecified),-20,12,16,-1.3,4,1,-4,0.9,6
Cc1ccc(-n2c(SCC(N)=O)nnc2-c2ccccn2)cc1,10,-13,-5,0.11,-19,1.2,3,1.1,-2
COc1ccc(OC)c(NC(=O)C23CC4CC(C2)CC(n2cnc(Br)n2)(C4)C3)c1,2,72*,3,1.9,-159,2.6*,-12,0.3,.
COc1cc(S(=O)(=O)N2CCOCC2)ccc1NC(=O)c1cc2c(s1)CCC2,.,46,.,0.81,68*,0.3,.,0.5,1
COc1ccc(NC(=O)c2cc(OC)c(OC)cc2OC)c(S(=O)(=O)N2CCOCC2)c1,.,8,.,-1.6,-3,1,.,0.9,4
CCOC(=O)c1c(NC(=O)CC(C)C)sc(C(C)=O)c1C,3,.,14,0.27,.,.,4,.,.
COc1cccc(C2CC(C(F)(F)F)n3ncc(C(=O)O)c3N2)c1 (stereo unspecified),.,-4,.,0.33,3,1,.,1,-9
Cc1nn(CC(=O)NCC2CCCO2)c(=O)c2ccccc12 (stereo unspecified),.,-6,.,0.033,-13,1.1,.,1.1,10
CCOC(=O)Cc1cc(=O)n2[nH]c(C)c(-c3ccc(OC)cc3)c2n1,-11,10,12,1.4,42,0.6,8,0.9,6
CC(=O)CSc1ncnc2nc[nH]c12,-30,22,9,1.5,13,0.9,-38,0.8,.
COC(=O)[C@H](C)NC(=O)Nc1cc(OC)ccc1OC,0,6,3,-0.87,-15,1.1,-10,0.9,5
CCN(CC)Cc1c(O)ccc2c(-c3ccccc3)cc(=O)oc12,7,10,-9,2.3,-10,1.1,-5,0.9,3
C=CCn1c(NCc2cc(C)ccc2O)nc2ccccc21,7,85*,-6,0.96,64*,0.4,4,0.2,-8
CC1(C)Cc2ccccc2C(N)=C1C#N,-24,94*,0,1.8,78*,0.2,-50,0.1,12
CN(Cc1ccccc1)Cc1nc2c(c(=O)n(C)c(=O)n2C)n1CCCc1ccccc1,-20,83*,0,0.069,94*,0.1,-17,0.2,2
Cc1cc(C(=O)CSc2nc3ccccc3[nH]2)c(C)n1CC1CCCO1 (stereo unspecified),-11,54*,-6,0.3,56*,0.4,-16,0.5,8
O=C(CCCN1C(=O)c2ccccc2C1=O)Nc1ccc(S(=O)(=O)N2CCOCC2)cc1,-43,-9,-22,0.14,48,0.5,-12,1.1,10

# Arranged by count of non-hydrogen atoms (descending): some entries from above.
SMILES,TNFa cytotox,CYP2C19 inhib,VCAM1 TNFa inh,hDAT+cocaine,CYP2C9 inhib,CYP2C9 activ,IL1B cytotox,CYP2C19 activ,Candida biofilm
COc1ccc(NC(=O)c2cc(OC)c(OC)cc2OC)c(S(=O)(=O)N2CCOCC2)c1,.,8,.,-1.6,-3,1,.,0.9,4
CCOC(=O)N1CCN(C(=O)c2ccc(Cl)c(S(=O)(=O)Nc3ccccc3)c2)CC1,4,35,2,1.1,80*,0.2,-18,0.7,2
CCOC(=O)Cc1cc(=O)n2[nH]c(C)c(-c3ccc(OC)cc3)c2n1,-11,10,12,1.4,42,0.6,8,0.9,6
Cc1ccc(-n2c(SCC(N)=O)nnc2-c2ccccn2)cc1,10,-13,-5,0.11,-19,1.2,3,1.1,-2
Cc1nn(CC(=O)NCC2CCCO2)c(=O)c2ccccc12 (stereo unspecified),.,-6,.,0.033,-13,1.1,.,1.1,10
CCC(=O)NC1(C(F)(F)F)C(=O)NC(C)=C1C#N (stereo unspecified),-20,12,16,-1.3,4,1,-4,0.9,6
CC1(C)Cc2ccccc2C(N)=C1C#N,-24,94*,0,1.8,78*,0.2,-50,0.1,12

# Carrying on.
SMILES,TNFa cytotox,CYP2C19 inhib,VCAM1 TNFa inh,hDAT+cocaine,CYP2C9 inhib,CYP2C9 activ,IL1B cytotox,CYP2C19 activ,Candida biofilm
CSc1ccccc1C(=O)Nc1nccs1,-16,8,-6,-0.8,21,0.8,2,0.9,12
O=C(OCCN1C(=O)c2ccccc2C1=O)C1CCN(S(=O)(=O)c2cccs2)CC1,-31,86*,-17,-0.0084,97*,0,14,0.1,9
O=S(=O)(CCc1nc2ccccc2o1)c1ccc(Cl)c(Cl)c1,-11,23,22,-0.68,-6,1.1,4,0.8,.
COc1nonc1NC(=O)CSc1nc2ccccc2[nH]1,-8,28,3,1.3,23,0.8,-12,0.7,7
Cc1ccc(S(=O)(=O)N2c3ccccc3NC(=O)CC2C)cc1 (stereo unspecified),-6,3,1,-0.0078,4,1,-40,1,.
O=C(Nc1cccn(Cc2c(Cl)cccc2Cl)c1=O)c1c(Cl)cccc1Cl,25,16,17,0.73,40,0.6,9,0.8,.
Cc1cc2nnc(SCC(=O)N3C(C)CCCC3C)n2c(N)n1 (stereo unspecified),-31,6,19,-0.071,6,0.9,-30,0.9,4
CC(C)c1ccc(C(=O)N(c2ccccn2)C(C)c2ccco2)cc1 (stereo unspecified),9,32,14,-0.016,49,0.5,-9,0.7,3
Cc1ccc(NC(=O)Nc2cccs2)nc1,-10,38,-10,-0.044,-7,1.1,-9,0.6,3
CCn1c(SCC(=O)OC(C)C)nnc1-c1cccc(Cl)c1,.,55*,.,-0.21,-27,1.3,.,0.5,5
Cc1ccc(Cl)cc1N1CCN(CC(=O)Nc2ccc(CN3CCCCC3)cc2)CC1,-35,.,-24,0.22,.,.,-3,.,5
Cn1c(=O)c(=O)n(C)c2cc(S(=O)(=O)Nc3ccc(OC(F)(F)F)cc3)ccc21,-23,82*,7,0.057,91*,0.1,-3,0.2,2
CN1CC(c2ccc(C#N)cc2)C2(COc3ccccc3C2=O)C12C(=O)Nc1ccccc12 (stereo unspecified),-10,11,-2,0.15,34,0.7,17,0.9,.
O=S1(=O)C=C(N2CCCCC2)c2ccccc21,-35,-3,18,-0.15,-1,1,-18,1,4
O=C(NC1CCCCC1)C1CCCN(S(=O)(=O)c2cccs2)C1 (stereo unspecified),-25,38,10,-0.64,68*,0.3,6,0.6,5
COc1ccc(Nc2nc(N3CCCC3)c3ccccc3n2)cc1,.,13,.,0.61,-2,1,.,0.9,6
CCOc1ccc(CNc2ccc(N3CCOCC3)c(C(=O)O)c2)cc1,-8,12,-9,1.9,28,0.7,-9,0.9,-1
CCCCn1nnc(NC(=O)CC23CC4CC(CC(C4)C2)C3)n1,-7,5,3,1.4,-12,1.1,23,0.9,9
Cc1cc(C)c(S(=O)(=O)c2c(C)cccc2C)c(OCC(C)C)n1,.,84*,.,-0.31,91*,0.1,.,0.2,.
Cc1ccc(NC(=O)CS(=O)CC(=O)N(C2CCCC2)C(C)C(=O)NC2CCCCC2)cc1 (stereo unspecified),13,.,-13,-0.39,.,.,42,.,.
CC1(C)CC(=O)C(C=NCCc2ccc(S(N)(=O)=O)cc2)=C(O)C1,-12,6,15,0.71,2,1,0,0.9,10
O=C(C1=C(O)C(=O)N(CCc2ccccc2)C1c1cccnc1)c1ccco1 (stereo unspecified),5,-2,-9,-1.6,11,0.9,9,1,7
Cc1cc(C)n2nc(C(=O)NCc3ccccc3)nc2n1,-21,-11,0,-0.86,-6,1.1,10,1.1,2
COCCCNC(=O)CS(=O)Cc1nc(-c2ccccc2C)oc1C (stereo unspecified),1,6,2,0.81,12,0.9,6,0.9,8
O=C(CN(c1ccccc1)S(=O)(=O)c1ccccc1)N1CCN(Cc2ccc3c(c2)OCO3)CC1,-14,69*,20,1.6,89*,0.1,-26,0.3,7

# Whole records, looked up by structure:
# CC(C)c1ccc(C(=O)N(c2ccccn2)C(C)c2ccco2)cc1 (stereo unspecified) across the screens: TNFa cytotox: 9; CYP2C19 inhib: 32; VCAM1 TNFa inh: 14; hDAT+cocaine: -0.016; CYP2C9 inhib: 49; CYP2C9 activ: 0.5; IL1B cytotox: -9; CYP2C19 activ: 0.7; Candida biofilm: 3
# COc1ccc(Nc2nc(N3CCCC3)c3ccccc3n2)cc1 across the screens: TNFa cytotox: .; CYP2C19 inhib: 13; VCAM1 TNFa inh: .; hDAT+cocaine: 0.61; CYP2C9 inhib: -2; CYP2C9 activ: 1; IL1B cytotox: .; CYP2C19 activ: 0.9; Candida biofilm: 6

# The list goes on.
SMILES,TNFa cytotox,CYP2C19 inhib,VCAM1 TNFa inh,hDAT+cocaine,CYP2C9 inhib,CYP2C9 activ,IL1B cytotox,CYP2C19 activ,Candida biofilm
CCCOc1ccc(CC(=O)NCC2(c3ccccc3)CCOCC2)cc1OC,0,28,-5,-1,32,0.7,-1,0.7,4
O=C(Nc1cccc(Cl)c1)N1CCN(c2ncccn2)CC1,42,89*,21,0.16,56*,0.4,9,0.1,5
NC(=S)c1cc2ccc(O)cc2oc1=O,-7,29,2,.,13,0.9,5,0.7,.
CN1CCN(/C=N/c2c(C#N)cnn2Cc2ccccc2)CC1,-16,-6,2,0.73,-7,1.1,2,1.1,7
O=C(CSc1nnc(-c2ccncc2)n1-c1ccc(Cl)cc1)N1CCOCC1,-10,98*,10,1.2,77*,0.2,-11,0,7
O=C(CN1CCc2ccccc21)NC(=O)NCc1ccco1,-57,24,2,-0.83,11,0.9,-18,0.8,.
CS(=O)(=O)Nc1ccc(S(=O)(=O)Nc2nccs2)cc1,6,-3,14,-0.33,29,0.7,-20,1,1
Cc1cc(O)c(C=Nc2ccc(Cl)cn2)c(=O)o1,-28,36,-6,-0.45,20,0.8,-8,0.6,6
Cc1cccc(NC(=O)CSc2nnc(CCC(=O)Nc3ccc(C)c(Cl)c3)n2C)c1,7,-4,8,-0.41,-19,1.2,-38,1,.
COC(=O)c1nn(-c2ccccc2)c(Sc2ccc(OC)cc2)c1/C=N/O,-45,27,-22,1.8,43,0.6,-78,0.7,.
CCn1c(CCCNC(=O)c2cccs2)nc2ccccc21,-20,76*,-1,0.41,-59,1.6,-15,0.2,8
CSc1ccc(/C=N/NC(=O)c2cccc(O)c2)cc1,-16,38,3,-0.067,25,0.8,.,0.6,.
CC(NC(=O)c1csc2ccccc12)C1CCCO1 (stereo unspecified),7,43,-9,0.93,9,0.9,10,0.6,6
Cc1csc(C2=C(O)CN(CCc3ccccc3)C2=N)n1,-31,24,-4,-0.072,12,0.9,-52,0.8,-3
O=C(NCCCN1CCOCC1)c1ccc(Cl)s1,5,20,-8,1.9,-19,1.2,-1,0.8,5
CCC(C)NC(=O)c1c(N)n(/N=C/c2cccs2)c2nc3ccccc3nc12 (stereo unspecified),-14,14,18,-0.58,17,0.8,5,0.9,.
CCOc1cc(/C=N/NC(=O)COc2ccc(C)cc2)ccc1OC(=O)c1cccs1,-7,43,-6,-0.59,69*,0.3,-3,0.6,.
